# From PubChem
# SIAH1 antagonists – Siah-1 peptide-binding antagonists, primary screen, biochemical, fluorescence polarization, rhodamine-plectin, uHTS (AID 1817). Siah-1 / rhodamine-plectin peptide fluorescence polarization; higher % means a stronger effect. displacement, % at 20 µM; hits with a dose series show IC50 in µM. 0.02% of 290,000 active;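 active = displacement of at least 50% at 20 µM, with a fluorescence ratio check between 0.3 and a set limit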;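 note: plate controls were Siah plus tracer with DMSO for no effect and tracer alone without Siah for full effect; strong numbers were not always called active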
# AID2073 – inhibitors of Mint1-CaV2.2 protein interaction, biochemical, HTRF (AID 2073). 0.19% of 290,000 active. one-dose inhibition, % at 20 µM; IC50 in µM for titrated hits. Voltage-dependent N-type calcium channel subunit alpha-1B (Homo sapiens). HTRF protein-protein interaction, Mint1-CaV2.2; higher % means a stronger effect; in the data active = inhibition mostly above about 51%, no sharp cut-off; note: some results filed as inactive read as strong as hits
# P. falciparum M1AAP – P. falciparum M1AAP inhibitors, biochemical, fluorogenic H-Leu-NHMec substrate, 1536-well (AID 1445) | recombinant M1AAP, H-Leu-NHMec fluorogenic kinetic assay; higher % means a stronger effect | inhibition, % at 30 µM; hits with a dose series show IC50 in µM | 0.42% of 220,000 active;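 active = primary inhibition above the hit cutoff, then over 50% inhibition at one or more dose response concentrations, cut at about 23% in these data, passing the limit was not always enough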;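 note: plate controls were DMSO full reaction for no effect and no enzyme background for full effect; strong numbers were not always called active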
# M17LAP inhibition – P. falciparum M17LAP inhibitors, primary screen, biochemical, fluorogenic H-Leu-NHMec substrate, 1536-well (AID 1619); recombinant M17LAP, H-Leu-NHMec fluorogenic kinetic assay; higher % means a stronger effect; Leucine aminopeptidase (Plasmodium falciparum (isolate 3D7)); inhibition, % at 30 µM, or IC50 in µM where a hit was titrated; 0.38% of 220,000 active;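 active = compound inhibiting the enzyme by more than half at any dose during confirmatory dose-response retesting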;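 note: plate controls were full reaction with DMSO carrier for no effect and no enzyme background for full effect; strong numbers were not always called active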
# HEK293 NOD2/NF-kB – NOD2 signaling inhibitors, cell-based, luminescence, uHTS, HEK293 (AID 1566) | HEK293 NOD2/NF-kB luciferase reporter, luminescence; higher % means a stronger effect | one-dose inhibition, % at 4 µM; EC50 in µM for titrated hits | 0.63% of 290,000 active; note: many of its hits are not listed in these tables
# XIAP displacement – XIAP antagonists, biochemical, IAP family, fluorescence polarization (AID 1018); E3 ubiquitin-protein ligase XIAP (Homo sapiens); XIAP BIR domain, fluorescence polarization peptide displacement; higher % means a stronger effect; one-dose displacement, % at 20 µM; IC50 in µM for titrated hits; 0.007% of 200,000 active; in the data active = displacement above about 50%; note: a part of the inactive calls stands beside numbers as strong as those of hits
# Lipid droplet – inhibitors of hepatocyte lipid droplet formation, primary screen, imaging, high-throughput imaging, BODIPY stain | inhibition, % at 6.5 µM | AID 1656, 2009 | 0.4% of 240,000 active | AML12 mouse hepatocytes, oleate lipid droplets;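 active = lipid droplet intensity inhibited by at least 50%, with more than 500 cells counted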
#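 Material – AML12 mouse liver cells · Also added – oleate loading, 100 µM · Compound dosing – 6.5 µM single-point dosing · Times – overnight treatment with compound plus oleate · Measured by – fluorescence imaging, 20x objective, two fields per well · Read-out – percent inhibition of filter-corrected integrated lipid droplet intensity per well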
# LYP phosphatase – inhibitors of LYP phosphatase, biochemical, fluorescence intensity, uHTS (AID 1779). recombinant LYP phosphatase, fluorescence intensity; higher % means a stronger effect. inhibition, % at 11.5 µM, or IC50 in µM where a hit was titrated. 0.054% of 290,000 active;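 note: plate controls were vehicle with enzyme for no effect and no enzyme for full effect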
# CSM14.1 death rescue – rescue of cells from ER stress-induced death, primary screen, 384-well, CSM14.1, thapsigargin, ATP luminescence (AID 1222); 190,000 tested, under 10 active; CSM14.1 thapsigargin-induced death rescue, ATP luminescence; higher % means a stronger effect; one-dose cellular ATP content (survival), % at 20 µM; EC50 in µM for titrated hits;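 active = EC50 below 50 µM in the dose-response confirmation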;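 note: death triggered by thapsigargin at about 15 µM added after 2 h compound pretreatment; cell ATP read after overnight thapsigargin exposure of roughly 18 to 22 hours; normalized against plate controls of thapsigargin alone and 5% DMSO vehicle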
# Lipid droplet cells 6.5 µM – second read-out of Lipid droplet, no call of its own (marks repeat the call); cell count; measured here: cell count, cytotoxicity flag;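 cells counted across two imaged fields per well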
# The depositor's hits bear a star; x = no result given. Cut-off read from the data, not from the text of the source, unless noted: active = inhibition above about 50%; inactive = the rest. Only part of the results is shown; rates above refer to the full screens.
SMILES,SIAH1 antagonists,AID2073,P. falciparum M1AAP,M17LAP inhibition,HEK293 NOD2/NF-kB,XIAP displacement,Lipid droplet,Lipid droplet cells 6.5 µM,LYP phosphatase,CSM14.1 death rescue
FC(F)(F)c1cccc(C2NCc3ccccc3-n3cccc32)c1 (stereo not drawn),5%,0%,x,x,10%,x,-14,792,-7%,x
COc1ccc(C2CN(C)CC2C(=O)c2ccc(F)cc2)cc1Cl (stereo not drawn),23%,18%,1%,4%,0%,-22%,4,688,-4%,x
CCOC(=O)C(O)(c1cn(C)c2ccccc12)C(F)(F)F (stereo not drawn),0%,-5%,26%*,-2%,11%,-2.9%,x,x,1%,-0.3%
COc1ccc(NC(=O)c2c(C)nn(Cc3ccccc3Cl)c2Cl)cc1Cl,2%,16%,5%,5%,12%,-4.5%,-14,592,-7%,-0.5%
Nc1c(C(=O)NC2CCCC2)c2nc3ccccc3nc2n1CC1CCCO1 (stereo not drawn),7%,34%,0%,-10%,-17%,-5.4%,x,x,0%,0.0%
COc1ccc(CNCCc2ccc(Cl)cc2)c(OC)c1OC,4%,1%,x,x,-10%,x,-5,787,-8%,x
CC(C)N1CCN(Cc2cccc([N+](=O)[O-])c2)CC1,-1%,-11%,-4%,6%,4%,-1.0%,-16,741,-6%,-0.5%
O=c1[nH]c(=O)n(-c2cccc3ccccc23)c(O)c1C=NCc1ccc2c(c1)OCO2,1%,-8%,12%,0%,0%,-6.1%,11,791,-1%,-1.0%
Cc1ccc(N2C(=O)/C(=C/N3CCN(C(=O)c4ccco4)CC3)C(=O)NC2=S)cc1C,0%,1%,13%,-2%,6%,-1.0%,x,x,-3%,2.1%
CC1CCCCN1Cc1cccnc1 (stereo not drawn),1%,4%,5%,4%,-6%,-20%,10,686,-6%,-0.9%
CCc1nc2ccccc2c(=O)n1-c1ccccc1[N+](=O)[O-],4%,4%,4%,0%,-4%,-5.1%,-6,700,-3%,3.1%
CCOc1cc2c(cc1OCC)-n1cccc1C(c1ccc(C)cc1C)NC2 (stereo not drawn),6%,2%,x,x,23%,x,-13,802,-7%,x
Cc1ccc(NC(=O)c2cc(-c3ccccc3)n(CCCN3CCOCC3)c2C)cc1,1%,-8%,3%,-6%,14%,x,-4,718,-7%,x
COc1cc2[nH]c(=O)n(-c3ccc(C)cc3)c(=O)c2cc1OC,1%,-2%,4%,-12%,-4%,-1.3%,x,x,1%,1.8%
Cc1sc2c(c1C)C(c1cccs1)=NCC(=O)N2CC(=O)NCc1cccs1,5%,-3%,-2%,-4%,0%,-3.3%,x,x,2%,-0.1%

# 2 neighbouring entries already listed:
SMILES,SIAH1 antagonists,AID2073,P. falciparum M1AAP,M17LAP inhibition,HEK293 NOD2/NF-kB,XIAP displacement,Lipid droplet,Lipid droplet cells 6.5 µM,LYP phosphatase,CSM14.1 death rescue
Nc1c(C(=O)NC2CCCC2)c2nc3ccccc3nc2n1CC1CCCO1 (stereo not drawn),7%,34%,0%,-10%,-17%,-5.4%,x,x,0%,0.0%
COc1ccc(CNCCc2ccc(Cl)cc2)c(OC)c1OC,4%,1%,x,x,-10%,x,-5,787,-8%,x

# Other entries
SMILES,SIAH1 antagonists,AID2073,P. falciparum M1AAP,M17LAP inhibition,HEK293 NOD2/NF-kB,XIAP displacement,Lipid droplet,Lipid droplet cells 6.5 µM,LYP phosphatase,CSM14.1 death rescue
CC(=NCCc1ccccc1)c1c(O)n(C)c(=O)n(C)c1=O,-3%,2%,8%,17%,-7%,x,-26,655,-3%,x
CCOC(=O)c1ccc(NC(=O)N2CC3CC(C2)c2cccc(=O)n2C3)cc1 (stereo not drawn),-2%,0%,x,x,4%,x,-1,720,-8%,x
CC(C(O)c1ccccc1)N(C)CCn1cnc2c1c(=O)n(C)c(=O)n2C (stereo not drawn),3%,11%,2%,9%,0%,-7.1%,5,701,-6%,-0.1%
O=P(NCc1ccccc1)(Oc1ccccc1)Oc1ccccc1,1%,-6%,-4%,3%,-2%,-18%,-24,628,-5%,2.2%
CCOc1c(Cl)cc(CNCCc2c[nH]c3ccccc23)cc1OC,-1%,8%,0%,-3%,3%,-12%,-1,702,-15%,-3.9%
Cn1c(O)c(C=NCCCNC2CCCCC2)c(=O)n(C)c1=O,2%,0%,1%,-7%,6%,-12%,0,716,-3%,-2.3%
CN1C(=O)NC(=O)/C(=C\c2ccc([N+](=O)[O-])o2)C1=O,8%,24%,9%,24%,3%,0.7%,10,690,-6%,1.3%
CC12CC[C@H]3[C@@H](CCC4(O)C[C@H](O)CCC34/C=N/NC(=O)c3ccccc3[N+](=O)[O-])C1(O)CCC2C1=CC(=O)OC1 (stereo partly drawn),16%,22%,x,x,22%,x,1,808,-1%,x
COc1ccc(C=O)cc1O,8%,11%,10%,-2%,12%,-3.9%,10,787,-7%,-1.8%
COc1ccccc1NC1=NCCS1,-3%,3%,13%,2%,4%,-1.1%,7,795,-1%,-2.0%
O=C(C1CC(c2ccc(Cl)c(Cl)c2)=NO1)N1CCC2(CC1)OCCO2 (stereo not drawn),-2%,-2%,-2%,10%,-41%,-12%,-13,668,2%,-1.8%

# Rewritten with two lines to a compound: six of the compounds above.
# Each structure is followed by: SIAH1 antagonists, AID2073, P. falciparum M1AAP, M17LAP inhibition, HEK293 NOD2/NF-kB, XIAP displacement, Lipid droplet, Lipid droplet cells 6.5 µM, LYP phosphatase, CSM14.1 death rescue
COc1ccc(C2CN(C)CC2C(=O)c2ccc(F)cc2)cc1Cl (stereo not drawn)
  23%, 18%, 1%, 4%, 0%, -22%, 4, 688, -4%, x
COc1cc2[nH]c(=O)n(-c3ccc(C)cc3)c(=O)c2cc1OC
  1%, -2%, 4%, -12%, -4%, -1.3%, x, x, 1%, 1.8%
Cc1sc2c(c1C)C(c1cccs1)=NCC(=O)N2CC(=O)NCc1cccs1
  5%, -3%, -2%, -4%, 0%, -3.3%, x, x, 2%, -0.1%
O=P(NCc1ccccc1)(Oc1ccccc1)Oc1ccccc1
  1%, -6%, -4%, 3%, -2%, -18%, -24, 628, -5%, 2.2%
CCOC(=O)c1ccc(NC(=O)N2CC3CC(C2)c2cccc(=O)n2C3)cc1 (stereo not drawn)
  -2%, 0%, x, x, 4%, x, -1, 720, -8%, x
CCOc1c(Cl)cc(CNCCc2c[nH]c3ccccc23)cc1OC
  -1%, 8%, 0%, -3%, 3%, -12%, -1, 702, -15%, -3.9%
